GLS inhibitor: inhibitors of human glutaminase (GLS); O94925; 0.21% of 410,000 active; Potency, µM (top dose mostly 45.5 µM), inactives show at the top dose activity change, negative = inhibition, hits mostly inhibitors; GLS enzymatic activity, qHTS titration; further: potency means the concentration at half of the fitted maximal effect; on the % scale 0 is the no-effect control and ±100 the full control effect
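Human kidney-isoform GLS in 45 mM KH2PO4 pH 8.2, 0.02% Tween-20, with compound, started with 1mM L-Glutamine (added stock). Glutamate oxidase/HRP/Amplex red coupled fluorescence read at start and after 30 min at RT.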
PI4K2A inh: inhibitors of human PI4K2A | purified PI4K2A, ADP-Glo luminescence, 1 h; stronger effect = lower value | activity change, negative = inhibition, % at 76.9 µM | 0.13% of 420,000 active | AID 1346378; in the data active means activity change below about -50%; inconclusive means mostly about -30% to -49%;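 further: -100% = wells without enzyme as full effect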
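PI4K2A activity was measured by ADP-Glo luminescence: enzyme (4 ug/mL stock) and phosphatidylinositol (1.2 mM stock) in Tris pH 7.5/MgCl2/EGTA/Triton X-100 buffer were reacted with ATP (300 microM stock) for one hour at ambient temperature.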
JMJD2A Tudor: inhibitors of human JMJD2A Tudor domain | AlphaScreen JMJD2A-Tudor / H3K4me3 peptide binding | Potency, µM (titrated, usually from 114 µM), inactives show at the top dose activity change, negative = inhibition, hits mostly inhibitors | 4.4% of 390,000 active; further: potency means the concentration at half of the fitted maximal effect; on the % scale 0 is the no-effect control and ±100 the full control effect; nearly all actives have a fitted effect of over 50% in size
ERG Ets-DNA blk: ERG Ets/DNA interaction inhibition; fluorescence polarization, His-ERG Ets domain / labelled DNA; Potency, µM (top dose mostly 76.9 µM), for inactives: at the top dose FP activity, negative = inhibition, most hits filed as inhibitors; 0.028% of 370,000 active; active means well fitted inhibition curve with a large enough effect in the polarisation, with a control signal flat; inconclusive means small, poorly fitted or top-dose-only effect, or effect the other way, or a change in a side signal; inactive means no such curve, though single readings can be large or run the other way; the % refers to the polarisation;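 further: polarization taken with two DNA probes labelled with fluorescein and Texas red; potency means the concentration at half of the fitted maximal effect; % of control where 0% means no effect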
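His-tagged ERG Ets domain (1 uM in the protein solution; 300mM KCl, 50mM Tris-HCl, 1mM EDTA, 1mM DTT, pH 7.5) received compound, then a probe mix of 5 nM fluorescein-DNA and 100nM Texas-615-DNA. Fluorescence polarization was read for both dyes.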
G9a block: G9a (human) methyltransferase inhibition | Q96KQ7 | G9a H3K9 monomethylation, AlphaScreen, 2 h | Potency, µM (titrated, usually from 102 µM), for inactives: top-dose activity, negative = inhibition, most hits filed as inhibitors | 8.8% of 350,000 active; further: potency means the concentration at half of the fitted maximal effect; on the % scale 0 is the no-effect control and ±100 the full control effect; nearly all actives have a fitted effect of over 75% in size
Target sequence (Q96KQ7 913-1193 limits assumed): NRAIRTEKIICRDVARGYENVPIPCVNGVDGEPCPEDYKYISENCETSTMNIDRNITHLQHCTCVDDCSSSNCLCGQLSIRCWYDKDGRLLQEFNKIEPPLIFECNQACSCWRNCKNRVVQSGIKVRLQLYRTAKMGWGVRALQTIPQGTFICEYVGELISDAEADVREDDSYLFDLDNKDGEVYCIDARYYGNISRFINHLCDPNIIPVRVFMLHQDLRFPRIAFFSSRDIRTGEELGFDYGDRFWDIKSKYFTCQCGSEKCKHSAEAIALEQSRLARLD
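Enzyme 20 nM + cpd, 15 min RT; add b-H3K9 pep 500 nM / SAM 20 uM; 2 h RT; anti-H3K9me1 Ab 0.5 ug/mL + SA donor / anti-rabbit acceptor beads 20 ug/mL each, 10 min; AlphaScreen read.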
HP1b chromo inh: blocks HP1-beta chromodomain binding to methylated histone tails. P83916. AlphaScreen HP1-beta / biotin-H3K9me3 peptide binding. Potency, µM (highest dose often 114 µM), for the others: top-dose activity change, negative = inhibition, actives largely listed as inhibitors. 0.56% of 390,000 active; further: potency means the concentration at half of the fitted maximal effect; nearly all actives have a fitted effect of over 70% in size; inactives centre near 23
Target sequence (P83916 whole entry, looked up): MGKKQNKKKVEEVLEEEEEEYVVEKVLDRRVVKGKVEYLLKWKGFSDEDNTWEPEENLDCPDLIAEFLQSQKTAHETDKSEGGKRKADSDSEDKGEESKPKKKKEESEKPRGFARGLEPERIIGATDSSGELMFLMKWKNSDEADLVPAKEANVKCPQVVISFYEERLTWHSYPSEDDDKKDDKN
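Compound inhibition of the preformed complex between 50 nM HP1-beta and 50 nM biotinylated H3K9me3 peptide was read by AlphaScreen. Buffer was PBS pH 7.4 with 0.01% Tween-20. Incubations ran 30 min at room temperature, with 10 ug/mL donor/acceptor beads.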
RGS4 inhibitor: human RGS4 inhibition; P49798; Transcreener GDP fluorescence polarization, RGS4-accelerated GTP hydrolysis; Potency, µM (titrated, usually from 114 µM), for the others: at the top dose activity change, negative = inhibition, actives largely listed as inhibitors; 0.039% of 390,000 active; further: potency means the concentration at half of the fitted maximal effect; on the % scale 0 is the no-effect control and ±100 the full control effect; nearly all actives have a fitted effect of over 75% in size; some results filed as inactive show a strong effect at the top dose
Target sequence (P49798 whole entry, looked up): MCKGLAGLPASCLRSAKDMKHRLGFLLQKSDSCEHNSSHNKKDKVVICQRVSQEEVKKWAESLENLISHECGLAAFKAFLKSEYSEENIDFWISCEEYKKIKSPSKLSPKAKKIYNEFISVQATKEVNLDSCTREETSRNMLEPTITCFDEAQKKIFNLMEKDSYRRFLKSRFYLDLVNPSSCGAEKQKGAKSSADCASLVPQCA
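MLSMR compounds (23 nl, pin-transferred) preincubated 10 min at room temperature with a 500nM (2x) first reagent, then RGS4 at 900nM (2x) plus Transcreener GDP mix added; fluorescence polarization (620/688 nm) read before and after 90 min at 30 °C.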
BAZ2B block: blocks human BAZ2B. 4.4% of 360,000 active. Potency, µM (series often up to 114 µM), without a hit: at the highest dose activity change, negative = inhibition, usual class: inhibitors. AlphaScreen BAZ2B-H3K14Ac peptide displacement; further: potency means the concentration at half of the fitted maximal effect; on the % scale 0 is the no-effect control and ±100 the full control effect; nearly all actives have a fitted effect of over 60% in size
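Complex of BAZ2B and biotin-H3K14Ac (50 nM apiece) forms over 30 min at RT, then faces library compounds up to 110 uM for another 30 min; AlphaScreen beads added, 20 min dark incubation, luminescence read.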
12-LOX inh: inhibitors of human 12S-lipoxygenase ALOX12; AID 1671190; Potency, µM (titrated, usually from 108 µM), for the others: top-dose activity change, negative = inhibition, usual class: inhibitors; 1.1% of 580,000 active; P18054; purified 12hLO, xylenol orange hydroperoxide absorbance; further: potency means the concentration at half of the fitted maximal effect; on the % scale 0 is the no-effect control and ±100 the full control effect
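Hydroperoxide product was detected by ferrous iron/xylenol orange as the 573 to 405 nm absorbance ratio. Arachidonic acid at 40 uM (final) was turned over for 30 min at room temperature by 150 nM human 12hLO, pH 7.0 Hepes buffer, after 15 min compound preincubation.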
Active calls of the source: *; ? = inconclusive; nt = not tested or not shown; & = joins results of further samples; [ ] = dose if it differs, or a comment. Unless noted, the call rests on the fitted dose curve; in most records, active means well fitted curve in the direction sought with a large enough effect; inconclusive means small, poorly fitted or top-dose-only effect, or another doubt; inactive means no such curve, though single readings can be large; an effect the other way counts as inactive or inconclusive.

SMILES	GLS inhibitor	PI4K2A inh	JMJD2A Tudor	ERG Ets-DNA blk	G9a block	HP1b chromo inh	RGS4 inhibitor	BAZ2B block	12-LOX inh
Cn1c(N)c(C(=O)COC(=O)CSc2cccc3cccc(Cl)c23)c(=O)n(C)c1=O	-8%	3	50µM*	-4%	nt	-11%	?	?	1%
O=C(COc1ncnc2scc(-c3ccc(F)cc3)c12)NCc1ccco1	4%	2	-19%	1%	nt	0%	-36%	-35%	24%
O=C(COC(=O)c1cc([N+](=O)[O-])ccc1Cl)NC1CCCC1	-25%	6	-6%	16%	1%	41%[activator]	13%	0%	15%
COc1ccc(C(CNC(=O)c2ccc(-c3ccccc3Cl)o2)N2CCOCC2)cc1 (configuration not stated)	0%	1	-35%	-9%	45µM*	-9%	-42%	?	0%
CCc1nnc(NC(=O)CCC(=O)N2CCN(Cc3ccccc3)CC2)s1	4%	-3	-12%	nt	-48%[59 µM]	20%	-13%	-11%	12%
CCOc1ccc(CCNC(=O)CCc2c(C)nc3c(c(C)nn3-c3ccccc3)c2C)cc1OCC	5%	-1	-1%	0%	8%[59 µM]	42%[activator]	-21%	2%	-24%
CSc1ccc(OCC(=O)Nc2ccc(N3CCOCC3)c(Cl)c2)cc1	1%	5	-15%	-12%	5%	-6%	15%	-24%	3%
CN1c2ccccc2C(=O)C(=C2SCCCS2)S1(=O)=O	0%	7	-33%	8%	?	7%	-9%	-32%	144%[activator]
OCCC1CN(CC2CCCCC2)CCN1CC1CCCCC1 (configuration not stated)	4%	-4	-16%	-1%	20%	2%	17%	?	49%[activator]
Cc1c(Cl)cccc1NC(=O)CCS(=O)(=O)c1ccc2c(c1)oc(=O)n2C	1%	-3	-10%	0%	?	8%	-36%	5%[57.1 µM]	?
COc1cc(Cl)c(C)cc1NC(=O)COC(=O)c1cnc(C)cn1	-8%	-5	-16%	-4%	-29%	30%	-10%	-6%	12%
CC(C)COC(=O)N(C)c1ccc(C(O)(C(F)(F)F)C(F)(F)F)cc1	-1%	4	-21%	1%	6%[59 µM]	45%[activator]	26%	8%	7%
Cc1ccccc1CC(=O)N1CCCc2ccccc21	1%	3	-1%	2%	nt	39%	13%	5%	0%
CC1CCCCN1C(=O)C1CCN(c2nc(-c3ccccc3)nc3c2CCC3)CC1 (configuration not stated)	6%	-4	-28%	-3%	13%[59 µM]	-1%	3%	-25%	-1%
O=C(Cn1c(C(=O)N2CCN(C3CCCCC3)CC2)cc2sccc21)c1ccccc1	10%	-2	?	8%	2%[59 µM]	-15%	-2%	?	-15%
O=C1CCCc2nc(NCc3ccco3)ncc21	4%	2	-10%	1%	3%	5%	20%	2%	187%[activator]
COc1ccc(CN(C)CC(=O)Nc2ccccc2-c2ccccc2)c(OC)c1	7%	2	12%	-5%	5%	62%[activator]	12%	38%[activator]	-18%
CCCN1CCN(CCCNC(=O)c2c(C)nn(-c3ccc(F)cc3)c2-n2cccc2)CC1	2%	-3	7%	-3%	1%[59 µM]	32%	-17%	-12%	0%
c1ccc2c(c1)N1CCN=C1N2CCN1CCCCC1	1%	-10	-16%[11.4 µM]	4%	?	68%[activator]	-3%[11.4 µM]	-35%	-30%
O=C(CCCCCn1c(=O)c2sccc2n(CC(=O)Nc2ccccc2F)c1=O)NCc1ccc2c(c1)OCO2	?	-1	-9%	-3%	-1%[59 µM]	16%	-22%	2%	?
COc1cc2ccccc2cc1C(=O)NC(=S)Nc1nnn(C)n1	2%	-1	-25%	-2%	30%[59 µM]	29%	-22%	-3%	5%
CCOC(=O)CCCC(=O)N1CCOCCOCCOCC1	-6%	-1	10%	4%	nt	19%	13%	16%	-3%
COc1ccc(N2C(=O)C(Cc3ccccc3)NC2=S)cc1 (configuration not stated)	-29%	-1	-15%	-2%	?	47%[activator]	-35%	-4%	-10%
Cc1cc(C)c(NC(=O)C2CC3CCC2C3)c(C)c1 (configuration not stated)	-2%	0	-8%	-2%	22%	14%	-2%	-25%	-7%
COc1ccc(OC)c2c(C)cc(N3CCN(C(=O)c4ccc(C)cc4)CC3)nc12	8%	-1	?	-1%	?	-36%	-14%	50µM*	-3%
Cc1cccc(N2CCN(C(=O)CCNS(=O)(=O)c3ccc4c(c3)CCN4C(=O)C3CC3)CC2)c1C	5%	-4	-18%	4%	-2%[59 µM]	1%[57 µM]	4%	-10%	0%
C=CCN(C(=O)c1ccc2c(c1)nnn2C)c1ccccc1	-6%	3	3%	-5%	-6%	39%	-5%	9%	-1%
CC1CCCCN1C(=O)CSc1nnc(-c2cccs2)o1 (configuration not stated)	0%	1	-19%	33%[activator]	-8%	-7%	-5%	-9%	-5%
COc1ccc(C2C(C#N)=C(N)Oc3n[nH]c(C)c32)cc1CN1CCN(c2ccc(F)cc2)CC1 (configuration not stated)	40%[activator]	2	45µM*	-6%	?	-32%	-30%	50µM*	-4%
COc1cc(OC)c2c(=O)cc(-c3cccnc3)oc2c1	-1%	0	-15%	-2%	-8%	27%	13%	-3%	0%
CCN(CC)c1ccc(C2CC(=O)Nc3cc(OC)c(OC)cc32)cc1 (configuration not stated)	18%	-3	50µM*	-7%	?	-48%	-15%	45µM*	?
CCOc1ccccc1-c1nc(-c2cc3ccc(C)cc3[nH]c2=O)no1	-12%	-2	?	-14%	?	19%	2%	-17%	-1%
Cc1cccc(NC(=O)c2ccccc2Br)n1	-9%	5	-1%	-8%	22µM*	33%	-20%	8%	?
COc1cccc(CNC(=O)C2CCN(S(=O)(=O)c3ccc4c(c3)OCCO4)CC2)c1	-1%	-1	-8%	1%	37%	34%	-3%	-3%	4%
COC(=O)c1ccc(CN2CCC(n3nccc3NC(=O)C3CC3)CC2)cc1	5%	-3	-17%	9%	24%	11%	-12%	-3%	0%
Cc1ccc(Nc2nnc(SC3CCOC3=O)s2)c(C)c1 (configuration not stated)	2%	-1	-16%	13%	?	16%	15%	-3%	-4%

Profiles, quoted from the list:
Record of C=CCN(C(=O)c1ccc2c(c1)nnn2C)c1ccccc1 → GLS inhibitor = -6%; PI4K2A inh = 3; JMJD2A Tudor = 3%; ERG Ets-DNA blk = -5%; G9a block = -6%; HP1b chromo inh = 39%; RGS4 inhibitor = -5%; BAZ2B block = 9%; 12-LOX inh = -1%
Record of Cc1cccc(N2CCN(C(=O)CCNS(=O)(=O)c3ccc4c(c3)CCN4C(=O)C3CC3)CC2)c1C → GLS inhibitor = 5%; PI4K2A inh = -4; JMJD2A Tudor = -18%; ERG Ets-DNA blk = 4%; G9a block = -2%[59 µM]; HP1b chromo inh = 1%[57 µM]; RGS4 inhibitor = 4%; BAZ2B block = -10%; 12-LOX inh = 0%

Other compounds follow:
SMILES	GLS inhibitor	PI4K2A inh	JMJD2A Tudor	ERG Ets-DNA blk	G9a block	HP1b chromo inh	RGS4 inhibitor	BAZ2B block	12-LOX inh
COc1ccccc1CC(NC(C)=O)C(=O)NC1CCN(C(=O)c2ccc([N+](=O)[O-])cc2)CC1 (configuration not stated)	-9%	2	1%	7%	13%	42%[activator]	28%	7%	-4%
COc1cccc(CNC(=O)C(C)n2ccc3cc(S(=O)(=O)N4CCCCCC4)ccc32)c1 (configuration not stated)	1%&-6%	-7&-1	-16%&-6%	0%&-2%	3%	35%&18%	1%&25%	-5%&-22%	-4%&-20%
Cc1cc(C)c2nc(NC(=O)c3cccc(S(=O)(=O)N4CCc5ccccc54)c3)sc2c1	-12%	5&-6	4%	-5%	-29%[59 µM]	35%	-11%	2%	-6%
O=C(c1ccc(NS(=O)(=O)c2cccc(F)c2)cc1)N1CCCC1	-17%	-7	-11%	0%	nt	26%	-15%	-7%	0%
CC(=O)NCCCc1nc2ccccc2n1Cc1ccc(C)cc1	3%	8	6%	5%	-3%	49%[activator]	-26%	5%	-17%
Cc1ccc(S(=O)(=O)Nc2cccc(C(=O)N3CCN(c4ccccc4O)CC3)c2)cc1F	20%	0	-29%	-6%	50µM*	-12%	-31%	-12%	-20%
Cc1ccc(CNC(=O)C2CCCN(c3cnccn3)C2)cc1 (configuration not stated)	-1%	-4	1%	-6%	-5%	17%[57 µM]	-5%	-25%	6%
CCC(C(=O)Nc1ccccc1OC)n1c(C(=O)OC)cc2ccsc21 (configuration not stated)	4%	-4	-1%	nt	-9%[2.33 µM]	39%[activator]	-2%	5%	21%
CS(=O)(=O)N1CCN(c2ccnc3cc(Cl)ccc23)CC1	12%	-4	0%	4%	3%	0%	15%	-3%	-10%
CCc1nnc(NC(=O)CCC(=O)N2CCN(c3cc(Cl)ccc3C)CC2)s1	-3%	4	-34%	4%	7%	-10%	3%[11.4 µM]	-25%	12%
Cc1cc(NCCN2CCOCC2)c2ccc3ccccc3c2n1	4%	-2	-25%	0%	-10%[12.7 µM]	40%	7%	-14%	3%
CC(=O)Nc1ccc(S(=O)(=O)NC2=NCN(c3ccc([N+](=O)[O-])cc3)CN2)cc1	0%	-8	-16%	4%	nt	36%	?	-10%	12%
CCCCCn1c(=O)[nH]c2cc(C(=O)N3CCN(c4ccccc4F)CC3)ccc2c1=O	-2%&-1%	-3&-1	-1%&-5%	5%&-13%	6%	25%&21%	-9%&3%	-18%&0%	-10%&-23%

The list is partial; the hit share may differ from the screen's.
